GAA glycogen = inhibitors or activators of human alpha-glucosidase glycogen cleavage | P10253 | recombinant GAA, glycogen substrate, Amplex Red glucose oxidase fluorescence | Potency, µM (titrated, usually from 76.4 µM), for the others: at the highest dose activity change, negative = inhibition, hits mostly inhibitors | 0.38% of 300,000 active | AID 2100;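 also: potency is read from the fitted curve at half-maximal effect; 0% = full enzyme reaction and -100% = no-enzyme basal signal; the screen sought inhibitors and activators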
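Recombinant human enzyme (4 nM); glycogen substrate; 37 C, 40 min, pH 5.0. Readout: coupled glucose oxidase/Amplex Red fluorescence.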
Lamin A splicing = modulators of lamin A splicing; HeLa LMNA splicing GFP/RFP minigene ratio, 48 h; Potency, µM (series often up to 46.1 µM), for the others: top-dose ratio change, negative = inhibition, most hits filed as inhibitors; 0.01% of 200,000 active; active = well fitted inhibition curve with a large enough effect in the signal ratio, with a control signal flat, not every such curve was filed as active; inconclusive = small, poorly fitted or top-dose-only effect, or effect the other way, or a change in a side signal; the % refers to the signal ratio; also: potency is read from the fitted curve at half-maximal effect; % is scaled to controls: 0 for no effect and ±100 for the full control effect
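Read-out is the ratio of GFP to DsRed2 object intensity, acquired by 488 nm laser-scanning cytometry on HeLa lamin A-EGFP minigene reporter cells. Compound incubation 48 hrs at 37 °C in Opti-MEM with 2% FBS; DMSO 0.5% final.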
HTT aggregate = mutant huntingtin aggregation inhibition; PC12 HttQ103-GFP aggregates, Acumen cytometry, 40 h; 1.1% of 220,000 active; Potency, µM (series often up to 46.1 µM), inactives show top-dose activity change, negative = inhibition, hits mostly inhibitors; AID 1688; also: potency is read from the fitted curve at half-maximal effect; % is scaled to controls: 0 for no effect and ±100 for the full control effect; nearly all actives have a fitted effect of over 60% in size
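Ecdysone-promoter PC12 model expressing HTT exon 1 Q103 fused to GFP, induced by tebufenozide at 100 nM final. Compounds titrated; aggregates sized 1–25 µm scored on a 488 nm laser cytometer.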
HTT ATP protect = Huntington cell model cytoprotection by ATP luminescence; PC12 HTT-Q103 induced, cytoprotection, ATP luminescence, 40 h; Potency, µM (series often up to 56.4 µM), for inactives: cytoprotection (ATP increase), actives largely listed as activators; 0.14% of 230,000 active;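 also: potency is read from the fitted curve at half-maximal effect; % of control where 0% means no effect; nearly all actives have a fitted effect of over 45% in size; toxic huntingtin expression switched on by the ecdysone agonist tebufenozide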
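Huntington model: PC12 line, ecdysone-inducible HTTQ103 exon1–GFP, tebufenozide 100 nM. Test articles in a dose series. Endpoint luminescence from cellular ATP.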
GAA inhib = alpha-glucosidase (human) inhibition | purified human GAA, 4-MU-alpha-glucoside fluorescence | Potency, µM (titrated, usually from 76.9 µM), for the others: top-dose activity change, negative = inhibition, hits mostly inhibitors | P10253 | 0.005% of 200,000 active;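 also: potency is read from the fitted curve at half-maximal effect; plate controls were uninhibited enzyme wells for no effect and no-enzyme background for full effect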
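Read-out is 4-methylumbelliferone fluorescence (Ex 365/Em 440 nm) after NaOH/glycine stop at pH 10. Enzyme 4 nM, substrate 400 uM, pH 5.0 citrate buffer, 20 min room temperature; AC50 from Hill-equation concentration-response.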
aGlu spleen mod = inhibits or activates alpha-glucosidase in human spleen homogenate; 0.006% of 240,000 active; Potency, µM (doses to about 79.9 µM), for inactives: top-dose activity change, negative = inhibition, most hits filed as inhibitors; human spleen homogenate, 4-MU-alpha-glucoside fluorescence; P10253;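 also: potency is read from the fitted curve at half-maximal effect; 0% = enzyme with vehicle and -100% = no enzyme basal signal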
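Compounds were titrated against alpha-glucosidase in spleen homogenate at pH 5.0, with 1 mM 4-methylumbelliferyl substrate for 40 min at 37 C. Reactions were quenched with pH 10 NaOH/glycine and fluorescence measured.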
CBFb-RUNX1 inh = CBF-beta/RUNX1 interaction disruption. AlphaScreen CBFb-His/RUNX1-biotin binding, biochemical. Potency, µM (titrated, usually from 59.8 µM), for the others: at the highest dose activity, negative = inhibition, usual class: inhibitors. Q01196+Q13951. AID 1477. 230,000 tested, under 10 active; also: % of control where 0% means no effect
Target sequence (Q01196 whole entry, looked up): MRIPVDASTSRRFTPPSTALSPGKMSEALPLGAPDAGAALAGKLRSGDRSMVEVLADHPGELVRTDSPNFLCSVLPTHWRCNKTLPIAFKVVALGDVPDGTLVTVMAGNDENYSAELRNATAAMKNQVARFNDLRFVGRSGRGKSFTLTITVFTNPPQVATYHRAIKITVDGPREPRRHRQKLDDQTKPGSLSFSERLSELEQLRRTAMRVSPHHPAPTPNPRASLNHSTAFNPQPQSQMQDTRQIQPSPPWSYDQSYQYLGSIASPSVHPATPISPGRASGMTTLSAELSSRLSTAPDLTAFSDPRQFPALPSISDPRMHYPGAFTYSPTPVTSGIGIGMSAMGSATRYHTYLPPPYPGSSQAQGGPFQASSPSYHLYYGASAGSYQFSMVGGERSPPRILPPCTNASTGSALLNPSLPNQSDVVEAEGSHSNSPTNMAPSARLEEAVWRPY
Target sequence (Q13951 whole entry, looked up): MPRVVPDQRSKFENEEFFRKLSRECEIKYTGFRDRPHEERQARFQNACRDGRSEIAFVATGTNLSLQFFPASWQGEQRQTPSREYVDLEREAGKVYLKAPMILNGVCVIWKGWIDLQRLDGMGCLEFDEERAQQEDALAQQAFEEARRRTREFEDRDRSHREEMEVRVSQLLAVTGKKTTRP
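AlphaScreen proximity signal reports loss of binding between His-tagged CBF-beta and biotin-labelled RUNX1, each at 30 nM. Proteins are pre-associated for 20 minutes, compounds added for 15 minutes, then beads for 90 minutes, all at ambient temperature.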
* = called active by the depositor; ? = inconclusive; · = not tested or not shown; & = joins results of further samples; [ ] = remark or other dose. Unless noted, calls follow the shape of the dose curve; as a rule, active = well fitted curve in the direction sought with a large enough effect; inconclusive = small, poorly fitted or top-dose-only effect, or another doubt; inactive = no such curve, though single readings can be large; an effect the other way counts as inactive or inconclusive.

structure,GAA glycogen,Lamin A splicing,HTT aggregate,HTT ATP protect,GAA inhib,aGlu spleen mod,CBFb-RUNX1 inh
Cc1nn(Cc2ccccc2)c(Cl)c1C(=O)NC(C)(C)C,10%,4%,-1%,·,0%,-7%,8%
O=C(CN1CCN(c2ncc(C(F)(F)F)cc2Cl)CC1)NC(=O)NCc1ccccc1,-8%,-9%,-12%,11%[10 µM],1%,4%,5%
CC(=O)c1ccc(NC(=S)Nc2ccc3cn[nH]c3c2)cc1,-27%,4%[9.22 µM],0%,-16%,6%,-1%,-8%
NS(=O)(=O)c1ccc(CCNC(=O)COC(=O)C2CCCN2C(=O)c2cccs2)cc1 (stereo not drawn),0%,14%,8%,-16%,?,-11%,3%
COc1ccc(C(=O)N/C(=C\c2ccc3c(c2)OCO3)C(=O)Nc2ccc(C(=O)O)cc2)cc1,21%,11%[46 µM],4%[9.22 µM],17%[10 µM],0%,-2%,-4%
C=CCn1c(-c2ccc(Cl)cc2)ccc(C#N)c1=O,2%,8%,0%,-30%,?,-5%,6%
CCCCS(=N)(=O)CC[C@H](N)C(=O)O (stereo partly drawn),·,-18%,·,·,·,-13%,-5%
CCOc1ncccc1C(=O)OCC(=O)N1CCN(S(=O)(=O)c2ccccc2)CC1,-7%,-11%,1%,3%,?,-9%,0%
CCSc1cc(N2CCOCC2)nc(-c2ccc(Cl)cc2)n1,-7%,-8%,-7%,·,-3%,-1%,0%
COc1cccc2c(=O)c3ccccc3oc12,6%&17%,?,0%,-11%[10 µM],2%[15.4 µM],3%&1%,23%&-2%
CCCn1c(SCC(=O)Nc2cccc(C(=O)OCC)c2)nnc1-c1ccoc1C,1%,-15%,15%[9.22 µM],-17%[10 µM],-6%,0%,-14%
Cn1c(=O)c2c(SCc3cccnc3)nc(CC(C)(C)C)nc2n(C)c1=O,2%,?,-20%,1%,-6%[15.4 µM],0%,4%
CCc1c(C)sc(NC(=O)OC)c1C(N)=O,-13%,16%,14%,12%,2%,-4%,3%
CN(C(=O)c1ccco1)c1nnc(C23CC4CC(CC(C4)C2)C3)s1,8%,?,-1%,-2%[10 µM],1%,-11%,-2%
CC[N+](CC)(CC)CCOc1ccc(/C=C\c2ccccc2)cc1,·,·,·,-16%,·,8%,3%[21.7 µM]
Cc1cccc(NC(=O)c2c(C)nc3ccccn23)c1,5%,-10%,-25%,-27%[10 µM],?,-3%,7%
COc1cc(NC(=O)c2nccn2C)cc(C(=O)Nc2cccc(C(F)(F)F)c2)c1,1%,·,-21%[9.22 µM],16%[10 µM],·,0%,8%
COC(=O)c1cc(OC)c(OC)cc1NC(=S)N1CCN(c2ccccc2)CC1,-3%,-10%,8%,6%[10 µM],?,1%,-4%
CCOc1ccccc1CNC(=O)C1CCC(=O)N1C(C)C (stereo not drawn),0%,-8%,1%,-9%[0.074 µM],-10%,2%,0%
Cc1c(N)cccc1-n1cccc1,0%,·,-6%,-26%,2%,4%,-14%
CCOC(=O)c1cc(C)sc1/N=C/C1=C(O)CCCC1=O,5%,?,29%,·,-7%,0%,-1%
CN(C)S(=O)(=O)c1ccc(N2CCCC2)c(C(=O)Nc2ccccc2N2CCOCC2)c1,-3%,-1%,?,-6%[10 µM],?,5%,1%
CCSc1nc(=O)n(-c2ccccc2)c(C)c1C(C)=S,3%,-15%,15%,17%[10 µM],-3%,-3%,10%
Cc1nnc(SCc2cc(=O)[nH]c(Nc3nc(C)c4cc(C)c(C)cc4n3)n2)s1,-6%,6%[46 µM],-34%[9.22 µM],-32%[10 µM],0%,-14%,10%
O=C(COC(=O)CCSc1ccc(Cl)cc1)NCCc1ccccc1,1%,-7%,?,10%[10 µM],2%,-5%,9%

Six entries out of the list, arranged by SMILES length, high to low:
structure,GAA glycogen,Lamin A splicing,HTT aggregate,HTT ATP protect,GAA inhib,aGlu spleen mod,CBFb-RUNX1 inh
COc1ccc(C(=O)N/C(=C\c2ccc3c(c2)OCO3)C(=O)Nc2ccc(C(=O)O)cc2)cc1,21%,11%[46 µM],4%[9.22 µM],17%[10 µM],0%,-2%,-4%
CCCn1c(SCC(=O)Nc2cccc(C(=O)OCC)c2)nnc1-c1ccoc1C,1%,-15%,15%[9.22 µM],-17%[10 µM],-6%,0%,-14%
CC(=O)c1ccc(NC(=S)Nc2ccc3cn[nH]c3c2)cc1,-27%,4%[9.22 µM],0%,-16%,6%,-1%,-8%
CCSc1cc(N2CCOCC2)nc(-c2ccc(Cl)cc2)n1,-7%,-8%,-7%,·,-3%,-1%,0%
COc1cccc2c(=O)c3ccccc3oc12,6%&17%,?,0%,-11%[10 µM],2%[15.4 µM],3%&1%,23%&-2%
Cc1c(N)cccc1-n1cccc1,0%,·,-6%,-26%,2%,4%,-14%

Results in CBFb-RUNX1 inh, aGlu spleen mod and GAA inhib, for some of the entries so far:
smiles	CBFb-RUNX1 inh	aGlu spleen mod	GAA inhib
NS(=O)(=O)c1ccc(CCNC(=O)COC(=O)C2CCCN2C(=O)c2cccs2)cc1 (stereo not drawn)	3%	-11%	?
COc1ccc(C(=O)N/C(=C\c2ccc3c(c2)OCO3)C(=O)Nc2ccc(C(=O)O)cc2)cc1	-4%	-2%	0%
C=CCn1c(-c2ccc(Cl)cc2)ccc(C#N)c1=O	6%	-5%	?
CCCCS(=N)(=O)CC[C@H](N)C(=O)O (stereo partly drawn)	-5%	-13%	·
CCOc1ncccc1C(=O)OCC(=O)N1CCN(S(=O)(=O)c2ccccc2)CC1	0%	-9%	?

Later entries
structure,GAA glycogen,Lamin A splicing,HTT aggregate,HTT ATP protect,GAA inhib,aGlu spleen mod,CBFb-RUNX1 inh
Cc1ccc(C)c(S(=O)(=O)N2CCN(C(C(=O)Nc3ccc(F)cc3)c3ccccc3)CC2)c1 (stereo not drawn),-4%,-13%,-26%,-5%[10 µM],-5%,-3%,-1%
C=CC(C)(O)CCC=C(C)C (stereo not drawn),·,·,·,10%[1.9 µM],·,0%&4%,-4%&-7%[21.7 µM]
COc1ccc2c(c1)O[C@H](c1ccc3c(c1)OCO3)[C@@H](OC(=O)Nc1cc(OC)c(OC)c(OC)c1)C2=O,-4%,?,8%,-142%[inhibitor],-4%,-12%&3%,-16%
N#CC1=C(N)Oc2ccccc2C12C(=O)Nc1n[nH]c(-c3ccccc3)c12 (stereo not drawn),-10%,-8%,?,4%[0.074 µM],-7%,-6%,1%
COc1ccc(N2CCN(C(=O)CN3C(=O)c4ccccc4S3(=O)=O)CC2)cc1,-4%,-1%,-5%,-7%[0.074 µM],-3%,-9%,2%
CC(NC(=O)C1C(=O)N(CCO)C2(C)CC1c1ccccc1O2)c1ccccc1 (stereo not drawn),-5%,5%,-3%,-41%[inhibitor],-5%,-1%,-2%
Cc1ccccc1/C=C1\OC(=O)c2ccccc21,1%,3%,-3%,-6%,5%,-6%,17%
O=C(Cc1ccccc1)c1c[nH]c(C(=O)NCCCN2CCOCC2)c1,1%,3%[46 µM],11%,-1%[10 µM],2%,-2%,-1%
CC12C=C(/C=C/C=C/c3ccco3)C(C)(C1)C(/C=C/c1ccco1)CC2=O (stereo not drawn),·,·,·,4%[10 µM],·,1%[17.4 µM],?
O=C(c1cccc(F)c1)N1CCC(c2nc3ccccc3s2)CC1,3%,·,-11%,-16%,?,2%,-3%
O=C(NCC1COCCO1)C1CCN(S(=O)(=O)c2ccccc2)CC1 (stereo not drawn),1%,-7%,9%,21%[10 µM],0%,4%,9%
CCCn1c(/N=C/c2ccccc2O)nc2ccccc21,-2%,14%,1%,0%,0%,-4%,2%
CCOc1ccc(C(=O)NCC(=O)OCC(=O)Nc2cccc(S(=O)(=O)N3CCCC3)c2)cc1,-8%,·,-18%[9.22 µM],17%[10 µM],·,-11%,10%
COc1ccc2c(c1)[nH]c1c(=O)n(/N=C/C3C(C)C=C(C)CC3C)c(=O)[nH]c12 (stereo not drawn),10%,·,8%,-37%[inhibitor],8%,-1%,-1%
O=C(OCc1nnc(-c2ccc(Cl)cc2)o1)C12CC3CC(CC(O)(C3)C1)C2,12%,·,2%,14%[10 µM],-9%,-10%,-2%
O=C(CCCc1nc2ccccc2s1)NNC(=O)CCN1CCN(Cc2ccccc2)CC1,-10%,-9%[46 µM],-1%,-47%,-3%,2%,-1%
CC(Cc1c[nH]c2ccccc12)C(=O)O (stereo not drawn),-1%,31%[46 µM],25%,2%,-1%,0%,·
S=c1[nH]nc(-c2ccc3ccccc3n2)n1-c1ccc2c(c1)OCCO2,-17%,·,17%[9.22 µM],16%[10 µM],·,0%,28%
Cn1c(=O)[nH]c(=O)c2c1nc(Br)n2C/C=N/Nc1ccccc1,?,·,-2%,-56%[inhibitor],3%,-9%,8%
COc1ccc(C(=O)Oc2coc(CSc3nnc(NC(=O)c4cccs4)s3)cc2=O)cc1,6%,5%,3%,21%[10 µM],-9%,-5%,-11%
c1nc(NCCN2CCOCC2)c2c3c(sc2n1)CCCCC3,9%,?,25%[9.22 µM],-33%,?,1%,0%
O=C(N/N=C/c1ccc([N+](=O)[O-])o1)C1CC1,2%,?,-30%,-51%[inhibitor],4%,-18%,-20%
Cc1ccc(-c2nn(-c3ccccc3)cc2/C=C/C(=O)OCC(=O)NC2CC2)o1,2%,?,-10%,-34%[inhibitor],15%,4%,-1%
Cc1cc(C)c(NC(=O)NC(=O)c2cccc(F)c2)c(C)n1,10%,-5%,-10%,13%,0%,-1%,0%
CCOC(=O)c1c(NC(=S)Nc2ccccc2)sc(C)c1C,-6%,12%,3%,14%[10 µM],0%,1%,-4%
c1ccc(-c2nc3ccccc3nc2N2CCOCC2)cc1,6%,-3%,-9%,2%,-5%,-4%,21%
O=[n+]1cc(-c2ccc(Br)cc2)n([O-])c2c1CCC2,-2%,?,3%,26%[0.074 µM],3%,-4%,-4%

Bioassay records deposited in PubChem by National Center for Advancing Translational Sciences (NCATS).
